# UBC13 inh: human UBC13 polyubiquitination inhibition; UBC13 polyubiquitin chain formation, TR-FRET; P61088; AID 485273; inhibition, % at 20 µM; 0.47% of 330,000 active; in the data active = inhibition above about 45%, passing the limit was not always enough; inconclusive = no clear call, values can overlap the other calls
# Target sequence (P61088 whole entry, looked up): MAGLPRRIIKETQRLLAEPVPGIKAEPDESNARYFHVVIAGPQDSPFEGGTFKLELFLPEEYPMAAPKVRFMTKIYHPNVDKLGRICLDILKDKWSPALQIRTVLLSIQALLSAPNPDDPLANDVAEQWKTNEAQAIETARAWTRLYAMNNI
# CCR6 antagonist: antagonists of human CCR6 receptor | CHO-K1 CCR6 PathHunter beta-arrestin, luminescence, CCL20-stimulated | inhibition, % at 20 µM | 0.49% of 340,000 active;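 active = compounds whose inhibition of the agonist-driven luminescence signal at 20 µM reaches about 50%, limit read from the data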;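 also: cells stimulated with CCL20 at 14 nM final; plate controls were DMSO with CCL20 for no effect and DMSO without agonist for full effect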
# APJ antagonist: blocks the human apelin receptor APJ; P35414; CHO-K1 APJ beta-arrestin complementation, luminescence; inhibition, % at 20 µM; 0.32% of 330,000 active; AID 2521;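 active = inhibition above about 40% at 20 µM, limit read from the data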;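 also: cells challenged with 10 nM apelin-13 agonist together with compound; plate controls were apelin-13 plus DMSO wells for no effect and DMSO wells lacking apelin-13 for full effect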
# CXCR6 inh: inhibitors of human CXCR6 receptor. 0.36% of 360,000 active. O00574. CHO-K1 PathHunter CXCR6 beta-arrestin, luminescence. inhibition, % at 20 µM; in the data active = inhibition above about 34%, passing the limit was not always enough;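 also: antagonist mode with CXCL16 agonist at 10 nM final; 0% = 10 nM CXCL16 with DMSO and 100% = unstimulated wells without agonist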
# Target sequence (O00574 whole entry, looked up): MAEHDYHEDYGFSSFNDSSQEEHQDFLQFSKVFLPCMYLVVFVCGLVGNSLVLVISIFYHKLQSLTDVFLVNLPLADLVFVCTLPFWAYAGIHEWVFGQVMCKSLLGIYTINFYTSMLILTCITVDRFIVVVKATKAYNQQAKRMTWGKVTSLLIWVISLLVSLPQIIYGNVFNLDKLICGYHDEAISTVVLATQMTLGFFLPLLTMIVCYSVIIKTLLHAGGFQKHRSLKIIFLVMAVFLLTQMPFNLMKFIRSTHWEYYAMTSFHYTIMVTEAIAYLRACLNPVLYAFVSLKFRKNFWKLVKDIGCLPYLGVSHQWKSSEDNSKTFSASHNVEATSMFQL
# Jurkat NFkB inh: lowers PMA/ionomycin-induced NF-kB signal in Jurkat cells. PMA/ionomycin-induced NF-kB luciferase reporter, luminescence. inhibition, % at 4 µM. 0.53% of 330,000 active; in the data active = inhibition above about 50%
# 697 NFkB inh: inhibitors of the PMA/ionomycin-induced NF-kB reporter in 697 B cells. 697 B-cell NF-kB luciferase reporter, 16 h. inhibition, % at 4 µM. 0.33% of 330,000 active. AID 435022; in the data active = inhibition above about 35%
# Gli-Sufu antag: blocks Gli-Sufu signaling in a luciferase reporter; inhibition, % at 5 µM; Sufu-KO-LIGHT fibroblasts, Gli luciferase reporter luminescence; 0.74% of 340,000 active;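 active = inhibition above about 55%, limit read from the data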;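 also: 0% = DMSO-treated cells and 100% = wells with medium but no cells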
# EBI2 block: EBI2 (human) antagonism; EBI2 beta-arrestin recruitment, luminescence, 7a,25-OHC stimulated; inhibition, % at 5 µM; 0.81% of 360,000 active; AID 651636; in the data active = inhibition above about 38%;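 also: enzyme fragment complementation signal reports receptor beta-arrestin coupling in cells; 0% = agonist plus DMSO wells and 100% = wells without agonist; some results beyond the cut were filed as inactive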
# Target sequence (P32249 whole entry, looked up, the tested form may be a part): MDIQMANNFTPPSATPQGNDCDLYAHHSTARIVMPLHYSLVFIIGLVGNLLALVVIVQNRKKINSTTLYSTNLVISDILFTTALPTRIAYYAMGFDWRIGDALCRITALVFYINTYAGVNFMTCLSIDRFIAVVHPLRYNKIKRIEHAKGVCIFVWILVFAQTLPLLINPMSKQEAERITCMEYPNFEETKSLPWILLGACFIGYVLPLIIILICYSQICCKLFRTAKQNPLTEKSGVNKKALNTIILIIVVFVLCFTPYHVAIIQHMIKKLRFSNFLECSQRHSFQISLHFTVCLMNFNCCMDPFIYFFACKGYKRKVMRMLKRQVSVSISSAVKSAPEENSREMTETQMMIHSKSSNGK
# * = called active by the depositor; ? = inconclusive; . = not tested or not shown.
1: CC(C)C(NC(=O)c1ccccc1F)C(=O)NCc1ccc(F)cc1 (centres undefined)
2: Cc1ccc(-n2c(SCC(=O)Nc3cccc(S(=O)(=O)NC4=NCCCCC4)c3)nc3ccccc3c2=O)cc1
3: O=C(c1cn2ccccc2n1)N1CCc2c([nH]c3ccccc23)C1c1ccccn1 (centres undefined)
4: CC(C)c1nc2oc3c(NCC4CCCO4)ncnc3c2c2c1COC(C)(C)C2 (centres undefined)
5: CCS(=O)(=O)N1CCCC(C(=O)NCCc2ccc(C)cc2)C1 (centres undefined)
6: O=C(Nc1cccc(Cl)c1)c1nc[nH]c1C(=O)NCCN(CCNC(=O)c1[nH]cnc1C(=O)Nc1cccc(Cl)c1)CCNC(=O)c1[nH]cnc1C(=O)Nc1cccc(Cl)c1
7: O=S(=O)(c1cccc2nonc12)N1CCN(c2cccc(Cl)c2)CC1
8: CN(C)C(=O)CSC1c2ccccc2C(=O)N1c1ccccc1 (centres undefined)
entry no.	1	2	3	4	5	6	7	8
UBC13 inh	4	?	4	.	-6	-9	4	5
CCR6 antagonist	16	19	12	8	7	2	14	4
APJ antagonist	-2	-4	17	.	-24	-8	4	18
CXCR6 inh	1	1	5	-3	0	2	8	3
Jurkat NFkB inh	-5	-3	6	.	-6	6	7	7
697 NFkB inh	0	8	15	.	-5	19	-9	13
Gli-Sufu antag	-5	35	6	32	1	2	15	1
EBI2 block	0	9	-15	-3	-2	7	10	5

9: CCS(=O)(=O)/N=C(\N)c1ccccc1
10: CSc1ncccc1C(=O)OCC(=O)NC1CCCc2ccccc21 (centres undefined)
11: COc1ccc(NC(=S)N2CCCN(Cc3cc(C)ccc3C)C2)cc1
12: Cc1ccc2nc(N3C(=O)C(O)=C(C(=O)c4ccc(C)o4)C3c3ccco3)sc2c1 (centres undefined)
13: CCOC(=O)N1CCC(N2Cc3cccc(C(=O)NCC4CCN(CC(C)C)C4)c3C2=O)CC1 (centres undefined)
14: Cc1ccc(S(=O)(=O)N(C)C)cc1NC(=O)c1c(-c2c(F)cccc2Cl)noc1C
15: Cc1nn(-c2ccccc2)c(Cl)c1C(=O)NC1CCCCC1
16: O=C(c1ccc(Cl)cc1)N(Cc1ccccc1F)N1C(=O)CCCC1=O
entry no.	9	10	11	12	13	14	15	16
UBC13 inh	2	11	-4	-56	2	-10	0	11
CCR6 antagonist	4	21	3	5	-3	-2	2	3
APJ antagonist	10	-13	7	20	-6	-3	0	6
CXCR6 inh	-2	4	-3	-1	0	-9	12	3
Jurkat NFkB inh	11	-6	-13	-99	1	-7	-13	14
697 NFkB inh	15	-2	18	-186	-13	-45	-7	14
Gli-Sufu antag	-6	2	9	-8	7	5	-12	5
EBI2 block	5	6	-1	14	-3	6	-1	-12

17: O=C(O)c1ccc(-c2nc(-c3cccc(C(F)(F)F)c3)cs2)cc1
18: O=S(=O)(c1cccc(-c2nnc3n2CCCCC3)c1)N1CCOCC1
19: Cc1ccc(/C=C(/NC(=O)c2ccccc2)C(=O)NCCc2c[nH]c3ccccc23)o1
20: O=C(N1CCCCC1)C12CC3CC(C1)CC(C(=O)N1CCCCC1)(C3)C2
21: Cc1ccc(C(=O)OCc2nnc(-c3ccccc3)o2)o1
22: COc1cc([N+](=O)[O-])cc2cc(C(=O)NC(C)(C)C)c(=O)oc12
23: Cc1ccccc1NC(=O)c1cc([N+](=O)[O-])ccc1NCCN1C(=O)CCC1=O
24: C=CCN1c2ccccc2[C@]23C[C@@H](C(=O)OC)N(C(=O)c4cc(C)oc4C)C2=NC(C(=O)OC)=C(C(=O)OC)[C@H]13
entry no.	17	18	19	20	21	22	23	24
UBC13 inh	.	-12	3	4	3	-29	-6	1
CCR6 antagonist	20	0	18	-3	-4	18	7	5
APJ antagonist	.	-11	10	-1	-11	4	-9	-7
CXCR6 inh	2	1	5	-8	-6	4	-2	.
Jurkat NFkB inh	.	1	6	-6	-15	3	-6	17
697 NFkB inh	.	13	7	18	0	0	15	6
Gli-Sufu antag	22	0	-4	.	6	5	-4	0
EBI2 block	-1	-12	0	2	5	-9	0	.

# From entry 15 up to 23, as listed above:
15: Cc1nn(-c2ccccc2)c(Cl)c1C(=O)NC1CCCCC1
16: O=C(c1ccc(Cl)cc1)N(Cc1ccccc1F)N1C(=O)CCCC1=O
17: O=C(O)c1ccc(-c2nc(-c3cccc(C(F)(F)F)c3)cs2)cc1
18: O=S(=O)(c1cccc(-c2nnc3n2CCCCC3)c1)N1CCOCC1
19: Cc1ccc(/C=C(/NC(=O)c2ccccc2)C(=O)NCCc2c[nH]c3ccccc23)o1
20: O=C(N1CCCCC1)C12CC3CC(C1)CC(C(=O)N1CCCCC1)(C3)C2
21: Cc1ccc(C(=O)OCc2nnc(-c3ccccc3)o2)o1
22: COc1cc([N+](=O)[O-])cc2cc(C(=O)NC(C)(C)C)c(=O)oc12
23: Cc1ccccc1NC(=O)c1cc([N+](=O)[O-])ccc1NCCN1C(=O)CCC1=O
entry no.	15	16	17	18	19	20	21	22	23
UBC13 inh	0	11	.	-12	3	4	3	-29	-6
CCR6 antagonist	2	3	20	0	18	-3	-4	18	7
APJ antagonist	0	6	.	-11	10	-1	-11	4	-9
CXCR6 inh	12	3	2	1	5	-8	-6	4	-2
Jurkat NFkB inh	-13	14	.	1	6	-6	-15	3	-6
697 NFkB inh	-7	14	.	13	7	18	0	0	15
Gli-Sufu antag	-12	5	22	0	-4	.	6	5	-4
EBI2 block	-1	-12	-1	-12	0	2	5	-9	0

# More results.
25: O=C(NC(=S)Nc1ccc(S(=O)(=O)Nc2ncccn2)cc1)c1ccc(Br)cc1
26: CC1CN(S(=O)(=O)c2ccc(C(=O)O)cc2)CC(C)O1 (centres undefined)
27: Cc1ccc(NC(=O)COC(=O)C2C3CC4OC(=O)C2C4C3)cc1Cl (centres undefined)
28: CC(C)(C)C(=O)Nc1ccccc1C(=O)NCc1ccco1
29: CC1Cc2ccccc2N1C(=O)Cn1c(=O)cc(O)c2ccccc21 (centres undefined)
30: Cc1nc(C(C)(C)O)n(-c2ccccc2)n1
31: O=C(O)/C=C/C(=O)NCCc1cccc(Cl)c1
32: Cc1ccc(C(=O)C2=C(O)C(=O)N(Cc3cccnc3)C2c2ccc(N(C)C)cc2)o1 (centres undefined)
entry no.	25	26	27	28	29	30	31	32
UBC13 inh	-6	-5	9	1	0	-21	1	-8
CCR6 antagonist	18	-1	12	4	-3	-14	-5	7
APJ antagonist	21	-4	1	10	8	9	5	32
CXCR6 inh	14	2	6	0	-5	0	-6	3
Jurkat NFkB inh	6	-3	5	18	15	-12	-1	9
697 NFkB inh	14	-23	18	19	-8	-23	20	9
Gli-Sufu antag	-4	5	-43	5	0	2	-1	4
EBI2 block	10	4	-8	3	6	-18	-1	-3

33: CCn1c(CNC(=O)c2ccccc2F)nnc1SCC(=O)NC1CCCCC1
34: COC(=O)c1ccc(COc2ccccc2/C=N/NS(=O)(=O)c2ccccc2)cc1
35: Cc1ccc(C(=O)Nc2cccc(C(=O)NC3CCCC3)c2)cc1
36: CCOc1ccc(N2C(=O)c3cccnc3C2Nc2ccc(OC)cc2)cc1 (centres undefined)
37: CCc1ccc(NC2=NCC(c3ccccc3)S2)cc1 (centres undefined)
38: O=C1CCc2cc(S(=O)(=O)Nc3ccccc3Cl)ccc2N1
39: CC(C)(C)NC(=O)C(c1ccc(-c2ccccc2)cc1)N(C[C@H]1CC[C@@H]([C@@H]2CC[C@H](CO)O2)O1)C(=O)c1ccc(C(C)(C)C)cc1 (some centres undefined)
40: O=C(/C=C/c1ccccc1Cl)Nc1ccc(S(=O)(=O)Nc2ncccn2)cc1
entry no.	33	34	35	36	37	38	39	40
UBC13 inh	8	-6	-7	6	19	-2	.	-8
CCR6 antagonist	-13	10	1	-4	18	-4	27	4
APJ antagonist	11	18	-9	17	4	-1	.	-6
CXCR6 inh	0	6	-8	4	-7	-3	23	0
Jurkat NFkB inh	9	32	-17	-2	-87	-6	.	4
697 NFkB inh	4	-5	-24	9	-94	7	12	4
Gli-Sufu antag	-1	0	-7	-1	44	3	7	2
EBI2 block	-13	11	-15	-3	19	-4	13	-5

41: CCOc1ccc(C2CC(c3ccccc3)Nc3nc(N)nn32)cc1 (centres undefined)
42: Cc1ccc(/C=C/c2ccc(N(C)C)cc2)[n+](C)c1
43: CCc1ccc(N2CC(C(=O)N/N=C/c3cc([N+](=O)[O-])ccc3O)CC2=O)cc1 (centres undefined)
44: Cc1cc(OCc2cc(C(=O)NCCN3CCCCC3CO)no2)cc(C)c1Cl (centres undefined)
45: Cn1cccc1C(=O)NC(=O)COC(=O)c1ccccc1O
46: COc1ccc(OC)c(NC(=O)c2ccc3c(c2)C(=O)N(c2ccc(OC(C)=O)cc2)C3=O)c1
47: O=C(Nc1sc2c(c1C(=O)NCc1cccnc1)CCCC2)c1ccco1
48: Cc1ccc2cc(CN(c3ccc(C)c(C)c3)S(C)(=O)=O)c(=O)[nH]c2c1
entry no.	41	42	43	44	45	46	47	48
UBC13 inh	-3	-377	-69	35	6	-9	4	1
CCR6 antagonist	-17	8	37	27	2	12	13	-2
APJ antagonist	-5	5	36	-25	-9	17	13	-14
CXCR6 inh	5	8	24	-28	-2	-4	4	0
Jurkat NFkB inh	-15	68*	5	8	-4	-13	1	-8
697 NFkB inh	2	26	0	-11	-4	4	8	3
Gli-Sufu antag	-5	85*	-5	19	6	0	7	-3
EBI2 block	2	-6	34	3	1	-3	-2	10

49: COCCCNC(=S)Nc1cc(C)c(C)cc1C
50: Cc1cc(C)c(C(=O)N2CCCC(CNS(=O)(=O)c3cccs3)C2)o1 (centres undefined)
51: COc1ccc(NC(=O)CN2C(=O)CSc3ccc(S(=O)(=O)N4CCC(C)CC4)cc32)cc1
52: COc1ccc(C(=O)N/C(=C/c2cccs2)C(=O)NCCCn2ccnc2)cc1OC
53: CC(=O)NC1CCCc2c1cnn2-c1ccc(C(C)(C)C)cc1 (centres undefined)
54: COc1ccc(C(=O)COC(=O)CNC(=O)c2cccs2)cc1Br
55: O=C1CSC(=S)N1c1cccnc1
56: COc1ccc(C(=O)NCC(=O)OCC(=O)N2CC(C)OC(C)C2)cc1OC (centres undefined)
entry no.	49	50	51	52	53	54	55	56
UBC13 inh	-1	0	-5	4	2	-1	-8	4
CCR6 antagonist	-5	5	8	4	-1	17	10	-1
APJ antagonist	-2	2	-23	4	9	10	29	-3
CXCR6 inh	-9	1	-1	-4	7	1	0	1
Jurkat NFkB inh	0	-1	17	4	-10	17	15	-11
697 NFkB inh	3	2	-2	20	-20	-4	-1	7
Gli-Sufu antag	0	-1	-5	7	13	-23	4	0
EBI2 block	-3	2	2	-7	0	15	0	-5

57: CCC(C)c1ccc(S(=O)(=O)N2CCN3CCCC3C2)cc1 (centres undefined)
58: NC(=O)c1ccccc1OCC(=O)NC12CC3CC(CC(C3)C1)C2
59: O=C1NC(=O)C(=Cc2ccc(Cl)cc2Cl)S1
60: O=S(=O)(c1c(Cl)cc(Br)cc1Cl)N1CCN(C(=S)NC2CC2)CC1
61: COc1ccc(CC(=O)Nc2c(C(=O)N3CCN(c4ccccc4OC)CC3)oc3ccccc23)cc1OC
62: CN(C)S(=O)(=O)c1cccc(NC(=O)CCCc2nc3ccccc3c(=O)[nH]2)c1
63: Cc1cccc(N2CC(C(=O)NCCC3=CCCCC3)CC2=O)c1C (centres undefined)
64: COc1ccccc1CNC(=O)COC(=O)c1nccnc1N
entry no.	57	58	59	60	61	62	63	64
UBC13 inh	3	6	.	0	2	-11	-10	4
CCR6 antagonist	15	14	2	4	32	-1	14	6
APJ antagonist	4	18	.	-1	-3	16	-10	9
CXCR6 inh	2	-1	-2	-4	1	-3	2	0
Jurkat NFkB inh	-2	10	.	-6	18	-10	-2	-1
697 NFkB inh	0	10	.	10	2	-13	-1	-3
Gli-Sufu antag	-12	9	-71	0	-19	-13	-7	3
EBI2 block	3	4	1	-2	10	2	-8	-11
